miR-122 sensor – miR-122 Renilla sensor signal increase in Huh7, primary screen, miR-122 inhibitor project, cell-based, single point, plate reader | Huh7 miR-122 Renilla luciferase sensor, 48 h; neutral wells = 0, positive control = 100 | activation (reporter increase), % at 12.5 µM | 340,000 tested, 0.3% active | AID 602342, 2012;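 active means mean replicate activation score at least 90 and every replicate individually at or above 90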;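 further: higher luciferase means less miR-122 activity so hits act as miR-122 inhibitors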
Cneo AK release – Cryptococcus neoformans cell lysis inducers, primary screen, AK release luminescence, single concentration; lysis activity, % at 15 µM; C. neoformans lysis, adenylate kinase release luminescence, 4 h; normalised: neutral wells 0, clomiphene wells 100; 360,000 tested, 0.2% active;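 active means mean lysis activity across replicates of at least 80%, whatever share of replicates individually reach that level; inactive means mean lysis activity below 80%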
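read-out = cell lysis signal | test system = log-phase Cryptococcus neoformans yeast cells | input = cells at 5 × 10^6 per mL | medium = fresh YPD growth medium | signal = luminescent adenylate kinase detection reagent | timing = 4 h at 37 °C static, read 1 h later | dosing = single dose | controls = Clomiphene as positive lysis control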
ARNT TACC3 PPI – disruptors of ARNT/TACC3 protein interaction, primary screen, biochemical, AlphaScreen, single concentration | 390,000 tested, 0.66% active | inhibition, % at 9.99 µM | AlphaScreen His-ARNT PAS-B/GST-TACC3 binding, luminescence; TACC3 fragment carries E629A point mutation | Transforming acidic coiled-coil-containing protein 3 (Homo sapiens), Q9Y6A5;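 active means mean inhibition of replicates at least 50% and at least half of replicates each reaching 50%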;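 further: 0% = complete ARNT plus TACC3 wells and 100% = ARNT alone without TACC3; many hits fall short of the cut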
esBAF inh – Bmi1 luciferase reporter increase in mESCs, primary screen, esBAF inhibitor project, mouse ES cells, Bmi1 luciferase knock-in, single point; 350,000 tested, 2% active; 24 h; 100% = twice the neutral-well signal; reporter increase, % at 12.5 µM; in the data active means activation above about 40%;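 further: 0% = median of the plate's neutral control wells and 100% = double that signal; a rise in the Bmi1 reporter signal indicates esBAF inhibition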
ERp5 inh – inhibitors of ERp5-driven insulin aggregation, primary screen, biochemical, turbidity, absorbance 650 nm, single point | Protein disulfide-isomerase A6 (Homo sapiens), Q15084 | 90 min | inhibition, % at 9.99 µM | 350,000 tested, 0.05% active;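 active means mean replicate inhibition above about 25%, with every replicate also reaching it, limit read from the data, passing the limit was not always enough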
Target sequence (Q15084 whole entry, looked up): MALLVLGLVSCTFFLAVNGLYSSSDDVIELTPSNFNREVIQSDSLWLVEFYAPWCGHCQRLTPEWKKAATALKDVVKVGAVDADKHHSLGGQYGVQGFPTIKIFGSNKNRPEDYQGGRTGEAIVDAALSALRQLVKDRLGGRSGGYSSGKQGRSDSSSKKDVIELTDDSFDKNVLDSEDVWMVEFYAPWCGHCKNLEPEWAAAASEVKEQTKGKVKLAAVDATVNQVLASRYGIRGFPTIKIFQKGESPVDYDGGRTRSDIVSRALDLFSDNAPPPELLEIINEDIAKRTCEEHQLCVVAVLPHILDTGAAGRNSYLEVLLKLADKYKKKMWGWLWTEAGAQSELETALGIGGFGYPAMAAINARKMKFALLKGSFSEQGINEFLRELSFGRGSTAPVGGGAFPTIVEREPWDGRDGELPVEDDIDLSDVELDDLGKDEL
C2C12 statin – suppressors of statin myotoxicity in C2C12 myotubes, primary screen, cell-based, single point, plate reader. C2C12 myotubes + simvastatin, ATP luminescence, 48 h; scaled: DMSO 0, geranylgeraniol control 100. rescue of ATP level, % at 7.49 µM. 330,000 tested, 0.78% active;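 active means mean ATP rescue above about 67%, or every replicate alone reaching that limit, limit read from the data, passing the limit was not always enough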;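 further: myotubes were challenged with 10 µM simvastatin during compound exposure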
SIRT5 inh – SIRT5 desuccinylase inhibitors, primary screen, biochemical, fluorescence imaging, single point, set 5. NAD-dependent protein deacylase sirtuin-5, mitochondrial (Homo sapiens), Q9NXA8. inhibition, % at 15 µM. Purified SirT5, succinyl-peptide AMC, trypsin-coupled fluorescence. AID 652115, 2013. 330,000 tested, 1.1% active; in the data active means inhibition above about 15%
Target sequence (Q9NXA8 whole entry, looked up): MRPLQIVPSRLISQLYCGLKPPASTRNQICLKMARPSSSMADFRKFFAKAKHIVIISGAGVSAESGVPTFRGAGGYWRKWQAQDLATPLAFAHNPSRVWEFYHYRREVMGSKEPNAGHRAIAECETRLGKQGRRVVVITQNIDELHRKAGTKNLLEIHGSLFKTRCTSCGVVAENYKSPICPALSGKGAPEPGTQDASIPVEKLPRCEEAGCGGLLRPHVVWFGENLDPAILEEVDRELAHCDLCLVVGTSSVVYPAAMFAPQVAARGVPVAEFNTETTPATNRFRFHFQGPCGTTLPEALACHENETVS
Starred values were filed as active, the others as inactive; . = not tested or not shown; [ ] = dose if it differs, or a comment.

Fields – miR-122 sensor, ARNT TACC3 PPI, esBAF inh, C2C12 statin, SIRT5 inh, ERp5 inh, Cneo AK release
- CC(=O)c1cn(C)c(=O)c2ccccc12
 : -7, -1, ., ., -2, 8, 0
- CC1CC(C)CN(CCCNC(=O)c2cc3c(s2)-c2ccccc2OC3)C1 (stereo not drawn)
 : 8, -3, 0, -69, -73, 8, -1
- NC(=S)Nc1ccc(F)cc1F
 : 15, 11, 2, -33, 3, 0, -1
- Nc1c(Cl)cc(C2=NCCn3c2c2ccccc2[n+]3[O-])cc1Cl
 : 2, 0, -2, -2, 2, -4, 1
- Cc1noc(C)c1S(=O)(=O)Nc1ccc2c(c1)CC(=O)N([C@H](C)CO)C[C@@H](C)[C@@H](CN(C)C)O2
 : -4[16.7 µM], 0, 4, -14, -2, -3, 1
- CN1CCN(CCC=C2c3ccccc3Sc3ccc(S(=O)(=O)N(C)C)cc32)CC1
 : 0, 15, -8, -10, 0, 4, 1
- CC1CCCC(C)N1C(=O)COC(=O)c1ccc(S(=O)(=O)N(C)c2ccccc2)cc1 (stereo not drawn)
 : -11, 1, 8, -2, ., -2, 2
- COc1ccccc1C(=O)Nc1ccc(N2CCN(C(C)=O)CC2)cc1
 : ., -1, ., ., 6, -5, .
- Cc1cc(C)cc(Oc2nn[nH]n2)c1
 : -5, -1, -4, -4, ., ., 0
- CC1CCCC(NC(=O)CCC(=O)NCc2ccccc2)C1C (stereo not drawn)
 : -5, -7, -1, 12, -1, 2, -4
- c1ccc(CN2CCC3CC2c2c3cccc2N2CCOCC2)cc1 (stereo not drawn)
 : 3, ., -3, 3, -2, 1, -1
- CN(C)C(CNC(=O)c1cccc(S(=O)(=O)Nc2ccccc2Cl)c1)c1ccco1 (stereo not drawn)
 : 6, -6, -1, -11, -2, 10, 0
- Cc1cccc(NC(=O)c2cccc(C(=O)Nc3cccc(C)c3)n2)c1
 : ., -4, ., ., 2, 6, .
- COc1ccccc1N(CC(=O)N/N=C/c1ccc(OCC(=O)NCc2ccco2)cc1)S(=O)(=O)c1ccc(C)cc1
 : 3, -1, -3, -25, ., ., -1
- CCC(CC)C(=O)Nc1nnc(S(=O)(=O)N2CCCCCC2)s1
 : -7, 0, -3, -18, 0, 1, -3
- C[C@@H]1CN([C@@H](C)CO)C(=O)Cc2cc(NC(=O)Nc3ccc4c(c3)OCO4)ccc2O[C@@H]1CN(C)Cc1ccc(C(=O)O)cc1
 : 7[16.7 µM], 7, 5, -29, -3, 1, -1
- COc1ccc(N2CC(C(=O)NC3CCSC3=O)CC2=O)cc1 (stereo not drawn)
 : ., -7, -9, 8, -3, 0, -2
- C[C@@H]1CN([C@H](C)CO)C(=O)c2cccc(NC(=O)C3CC3)c2O[C@@H]1CN(C)CC1CCCCC1
 : -5[16.7 µM], 1, -1, 1, 4, 2, -2
- Clc1cncc(Cl)c1N/N=C/c1ccncc1
 : 4, -13, -2, -2, 2, 2, 3
- O=C(CNC(=O)C1CCCCC1)OCC(=O)c1ccc(Br)cc1
 : -1, -6, 0, 5, 0, -1, 0
- COC(=O)c1cccc(S(=O)(=O)N2CCC(n3nnc4cc(F)ccc43)CC2)c1
 : -2, 0, 0, 8, ., ., -1
- COc1ccc(S(=O)(=O)Nc2ccc3c(c2)C(=O)N([C@@H](C)CO)C[C@H](C)[C@@H](CN(C)Cc2ccc(C(F)(F)F)cc2)OCCCC[C@@H](C)O3)cc1
 : -12[16.7 µM], -1, 3, ., 13, 3, 8
- Cc1nnc(NC(=O)CSc2nnc(Cc3cccn3C)n2-c2cccc(C(F)(F)F)c2)s1
 : -4, -5, -9, -3, -5, 0, 1
- CC1(C)CC(=O)CC(=O)/C1=N\Nc1c(Cl)cc(Cl)cc1Cl
 : ., 0, ., ., 1, -1, .
- CCc1ccc(C)[n+](CC(=O)c2cccs2)c1
 : 3, 6, 2, 4, 0, -1, 2
- CC(=O)c1ccc(N2CCN(CC(=O)N(C3CC3)C3CCS(=O)(=O)C3)CC2)c(F)c1 (stereo not drawn)
 : -4, ., 2, 4, 0, 0, -1
- Cc1cc(=O)oc2cc(NC(=S)NCc3ccccn3)ccc12
 : -1, 29, 4, -4, -5, -6, 1
- O=C(CSc1ccccc1F)NC(=O)NC1CCCC1
 : -2, ., 24, -9, ., -11, -3
- CCC(=O)N/N=C(\C)CC(=O)Nc1ccc2c(c1)OCCO2
 : ., -4, ., ., 0, 9, .
- Cc1c(OCC(=O)NCC(O)c2ccccc2)ccc2c(-c3ccccc3)cc(=O)oc12 (stereo not drawn)
 : -1, 2, 15, 8, -2, -2, 0
- CCS(=O)(=O)Nc1ccc2c(c1)C(=O)N(C)[C@H]1CC[C@@H](CC(=O)N3CCN(C)CC3)O[C@@H]1CO2
 : 8[16.7 µM], 1, 0, -10, -1, -2, 0
- Cc1ccc(C(=O)NNC(=O)CNc2cccc(Cl)c2)cc1
 : ., -1, ., ., -1, -1, .
- COc1ccc(C)cc1NC(=O)c1[nH]c(C)c(C(C)=O)c1C
 : 11, 3, 4, -2, ., ., 1
- O=C(O)c1ccc(CSc2ncnc3c2cnn3Cc2ccccc2)cc1
 : -1, -7, ., ., 0, -5, -1
- Cc1ccc(Cn2c(N3CCN(C)CC3)nc3c2c(=O)[nH]c(=O)n3C)cc1
 : 5, -5, -2, 4, 0, 1, 4
- COC(=O)[C@H](C)NC(=O)Nc1ccc(Oc2ccccc2)cc1
 : 2, -5, 1, 5, ., ., -1
- O=C(Nc1ccc2c(c1)OCO2)C1CC(c2cccc(Br)c2)=NO1 (stereo not drawn)
 : 35, -5, 3, -6, 2, 0, 1
- CCOC(=O)c1cc[nH]c1CC(=O)NC
 : ., -17, 4, 13, 0, 3, 1
- COc1cc([N+](=O)[O-])ccc1NC(=O)CSc1nncn1-c1cccnc1
 : 6, -1, -3, -11, -1, 14, .
- C[C@@H]1CN([C@@H](C)CO)C(=O)Cc2cc(NS(=O)(=O)c3ccc(Cl)cc3)ccc2O[C@H]1CN(C)Cc1ccncc1
 : 9[16.7 µM], 1, -2, 2, -3, 4, 0
- CC(C)CCNC(=O)C1CC(c2ccc(C(F)(F)F)cc2)=NO1 (stereo not drawn)
 : -2, -9, 2, -19, 2, 1, 12
- Cc1cccc(NC(=O)c2cccc(NC(=O)c3ccccc3)c2)n1
 : 3, -13, 3, -5, -7, -2, 3
- COc1cc(NC(=O)Cc2nn(C)c(=O)c3ccccc23)cc(OC)c1OC
 : -12, -1, 3, 0, -4, -15, 0
- COc1cc(C(=O)NCc2cc(C)nc3ccccc23)cc(OC)c1OC
 : ., -2, ., ., 2, 4, .
- CC(=O)Nc1cccc(OCC(=O)Nc2sccc2C(N)=O)c1
 : -5, 6, 20, 2, 1, 1, -1
- COc1ccc(-n2cc(C(=O)c3cc(Cl)ccc3O)cc(C#N)c2=O)cc1
 : ., 4, ., ., 8, 1, .
- O=C(CN1CCCN(S(=O)(=O)c2ccc(F)cc2)CC1)Nc1c(Cl)cccc1Cl
 : 5, 3, -4, 6, 0, 1, -3
- CCc1cc2c(SCC(=O)NCC3CCCO3)ncnc2s1 (stereo not drawn)
 : -8, -6, -4, 4, -6, -3, 0
- O=C(Cn1cncn1)NCc1cccc(C(F)(F)F)c1
 : -20, -5, 0, 11, 3, 4, 4
- NNC(=O)CNc1cccc(Cl)c1
 : ., -3, ., ., -5, 1, .
- O=C(NC1CCCCC1)N[C@H]1CC[C@@H](CCNS(=O)(=O)c2ccccc2)O[C@@H]1CO
 : ., 5, 7, 0, 7, 2, 0
- CC(C)c1ccc(NC2CCCN(C(=O)CCN3CCOCC3)C2)cc1 (stereo not drawn)
 : -4, -3, -8, -9, 0, 3, 3
- CC(=O)N1CCN(c2nc(-c3cccs3)nc3ccccc23)CC1
 : ., 3, ., ., 2, -3, .
- COCC#Cc1ccc2c(c1)O[C@@H](CN(C)Cc1ccccn1)[C@H](C)CN([C@@H](C)CO)S2(=O)=O
 : 25[16.7 µM], -5, -12, -26, -1, -1, -1
- O=C(OCC12CC3CC(CC(C3)C1)C2)c1ccc(NCc2cc(O)ccc2O)cc1
 : ., 1, ., ., -3, -12, .
- CCOC(=O)c1c(C)oc2cc(Br)c(OC(=O)N3CCOCC3)cc12
 : 3, -1, 2, -16, ., ., 0
- O=C(C[C@@H]1C[C@@H]2c3cc(NC(=O)NC4CCCC4)ccc3O[C@@H]2[C@@H](CO)O1)NCc1ccc2c(c1)OCO2
 : -2[16.7 µM], -7, 4, 5, ., -2, 0
- O=C(CCN1CCCCC1)NCC[C@H]1CC[C@H](NC(=O)Nc2ccc(Cl)cc2)[C@@H](CO)O1
 : ., 3, 3, -6, 0, -2, 44
- CCO/C=C1\C(=O)N(CC)c2ccccc21
 : -1, 2, -2, -6, ., ., 0
- O=C1C=C(c2ccc3[nH]ccc3c2)C[C@@H](c2ccc(F)cc2)C1
 : 30, -2, 15, 19, -1, -4, -4

3 entries from above, sorted by their value in miR-122 sensor, rising.
structure	miR-122 sensor	ARNT TACC3 PPI	esBAF inh	SIRT5 inh	ERp5 inh
CC(C)c1ccc(NC2CCCN(C(=O)CCN3CCOCC3)C2)cc1 (stereo not drawn)	-4	-3	-8	0	3
O=C(O)c1ccc(CSc2ncnc3c2cnn3Cc2ccccc2)cc1	-1	-7	.	0	-5
COC(=O)[C@H](C)NC(=O)Nc1ccc(Oc2ccccc2)cc1	2	-5	1	.	.

Profiles, quoted from the list:
CCS(=O)(=O)Nc1ccc2c(c1)C(=O)N(C)[C@H]1CC[C@@H](CC(=O)N3CCN(C)CC3)O[C@@H]1CO2 reads miR-122 sensor = 8[16.7 µM]; ARNT TACC3 PPI = 1; esBAF inh = 0; C2C12 statin = -10; SIRT5 inh = -1; ERp5 inh = -2; Cneo AK release = 0
O=C(O)c1ccc(CSc2ncnc3c2cnn3Cc2ccccc2)cc1 reads miR-122 sensor = -1; ARNT TACC3 PPI = -7; esBAF inh = .; C2C12 statin = .; SIRT5 inh = 0; ERp5 inh = -5; Cneo AK release = -1

More records.
Fields – miR-122 sensor, ARNT TACC3 PPI, esBAF inh, C2C12 statin, SIRT5 inh, ERp5 inh, Cneo AK release
- OCCCn1c(C2CCCN2c2nc(-c3ccc(F)cc3)cs2)nc2cc(Cl)c(Cl)cc21 (stereo not drawn)
 : 10, 0, -8, 20, -3, -14, 5
- COC(=O)[C@H]1[C@H](CO)[C@H]2Cn3c(cccc3=O)[C@H]2N1CC1CCCCC1
 : -2[16.7 µM], 4, 1, -9, 0, 8, 0
- CCOC(=O)/C(=N\Nc1ccc(OC)cc1)c1csc(Nc2ccccc2)n1
 : ., 15, ., ., -3, -3, .
- C[C@H](CO)N1C[C@H](C)[C@H](CN(C)S(C)(=O)=O)Oc2c(NC(=O)C3CCCCC3)cccc2C1=O
 : 21[16.7 µM], 3, -1, -30, 3, 2, -4
- COCCN(C(=O)CSc1nc2ccc(OC)cc2[nH]1)c1c(N)n(Cc2ccccc2)c(=O)[nH]c1=O
 : ., -21, ., ., -1, 5, .
- Cc1ccc(P(C)(=O)c2ccc(C)cc2)cc1
 : -1, -12, 2, 2, ., ., 1

Assay outcomes: PubChem, Broad Institute
